# mut p53 react: re-activators of the mutant p53 pathway; SW480 PUMA-promoter luciferase, p53 mutant reactivation; activation, % at 9.98 µM; hit rate 1.5% among 28,000; in the data active = activation above about 52%
# STK33 inh: blocks human STK33 kinase activity | Q9BYT3 | ADP-Glo luminescence, MBP substrate | inhibition, % at 12.5 µM | hit rate 0.44% among 27,000; in the data active = inhibition above about 20%
# Target sequence (Q9BYT3 whole entry, looked up): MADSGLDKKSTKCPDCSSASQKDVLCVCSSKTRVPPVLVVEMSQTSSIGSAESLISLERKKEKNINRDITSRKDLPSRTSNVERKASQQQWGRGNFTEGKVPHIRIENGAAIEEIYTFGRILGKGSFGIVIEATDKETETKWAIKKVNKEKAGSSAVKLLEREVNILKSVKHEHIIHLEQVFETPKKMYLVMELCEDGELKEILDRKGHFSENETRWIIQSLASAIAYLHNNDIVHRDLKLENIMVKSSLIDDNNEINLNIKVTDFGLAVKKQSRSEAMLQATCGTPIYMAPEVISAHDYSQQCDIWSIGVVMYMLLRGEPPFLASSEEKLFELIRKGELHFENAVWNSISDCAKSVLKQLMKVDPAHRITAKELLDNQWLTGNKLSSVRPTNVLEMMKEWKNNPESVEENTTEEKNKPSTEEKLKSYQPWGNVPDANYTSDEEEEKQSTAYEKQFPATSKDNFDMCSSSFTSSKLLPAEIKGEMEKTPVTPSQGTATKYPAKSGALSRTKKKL
# An asterisk follows results filed as active; / = not tested or not shown. Only part of the results is shown (hit frequency here may not be typical).
SMILES,mut p53 react,STK33 inh
Cc1noc(C)c1NC(=O)Nc1ccc2c(c1)C(=O)N([C@H](C)CO)C[C@@H](C)[C@H](CN(C)S(=O)(=O)c1cccs1)O2,/,0
CCN(CC(=O)Nc1ccc(C)c(C)c1)S(=O)(=O)c1ccc(C)cc1,-5,-2
C[C@H](CO)N1C[C@H](C)[C@H](CN(C)S(=O)(=O)c2ccc(F)cc2)Oc2ccc(NS(=O)(=O)c3ccc(F)cc3)cc2C1=O,/,13
COc1ccc(S(=O)(=O)Nc2cccc3c2O[C@H](CN(C)S(=O)(=O)c2cccs2)[C@@H](C)CN([C@H](C)CO)C3=O)cc1,3,/
Cc1ccccc1/C=C1\Sc2ccccc2N(CC(=O)NC(C)c2ccccc2)C1=O (stereo not drawn),-5,/
C[C@@H]1CN([C@H](C)CO)C(=O)c2cccc(NC(=O)C3CCOCC3)c2O[C@@H]1CN(C)C(=O)Nc1ccccc1,9,/
c1ncc(CC2CCNCC2)[nH]1,-1,/
CC(C)CC(NS(=O)(=O)c1ccc(C(C)(C)C)cc1)C(=O)O (stereo not drawn),-11,-1
O=C(CSC1CC(=O)N(c2cc(Cl)cc(Cl)c2)C1=O)Nc1ccccc1F (stereo not drawn),-3,3
CSc1ccccc1NC(=O)CN(c1ccc(C)c(Cl)c1)S(C)(=O)=O,-4,2
N/C(=N\c1nc(-c2cccs2)cc(C(F)(F)F)n1)Nc1cccc(Cl)c1,9,/
C[C@H]1CN([C@@H](C)CO)C(=O)c2cc(NC(=O)CCC(F)(F)F)ccc2O[C@H]1CN(C)Cc1ccc(Cl)c(Cl)c1,/,-3
C[C@H](CO)N1C[C@H](C)[C@H](CN(C)S(C)(=O)=O)Oc2ccc(NC(=O)C3CC3)cc2CC1=O,/,3
Cc1noc(C)c1NC(=O)Nc1ccc2c(c1)C(=O)N([C@@H](C)CO)C[C@H](C)[C@H](CN(C)C(=O)Nc1c(C)noc1C)O2,11,/
C[C@@H]1CN([C@H](C)CO)C(=O)Cc2cc(N(C)C)ccc2O[C@@H]1CN(C)CC1CC1,/,0
COCCOC(=O)C1=C(C)NC(C)=C(C(=O)OC(C)C)C1c1cccc([N+](=O)[O-])c1 (stereo not drawn),/,-6
C/C=C/c1ccc2c(c1)O[C@@H](CN(C)S(C)(=O)=O)[C@H](C)CN([C@H](C)CO)S2(=O)=O,-4,/
CCCSc1nnc(NC(=O)c2nc(SC)ncc2Cl)s1,1,1
CC(=O)c1ccc(NC(=O)CCCC(=O)O)cc1,1,-7
COc1ccc(CCNC(=S)N2CCN(C(=O)c3ccco3)CC2)cc1OC,-11,-4
C[C@H]1CN([C@@H](C)CO)C(=O)Cc2cc(NS(=O)(=O)c3ccccc3)ccc2O[C@@H]1CN(C)S(=O)(=O)c1cccs1,2,5
O=c1onc2cnc3ccccc3n12,7,/
COc1ccccc1C(=O)Oc1c(CN2CCOCC2)cc(Cl)c2cccnc12,-12,-1
COc1cc2c(cc1OC)C(c1ccccc1NC(=O)c1cccc(Cl)c1)=NCC2,/,0
Cc1ccc(S(=O)(=O)N(CCC#N)CCC#N)cc1,2,3
COC(=O)C(O)(CC(=O)Nc1cccc(SC)c1)C(F)(F)F (stereo not drawn),2,1
Cc1noc(C)c1S(=O)(=O)N(C)C[C@H]1Oc2ccc(NS(=O)(=O)c3ccc(Cl)cc3)cc2CC(=O)N([C@H](C)CO)C[C@H]1C,-17,2
COc1cc(/C=C/C(=O)O[C@@H]2C[C@@](O)(C(=O)O)C[C@@H](O)[C@@H]2O)ccc1O,-2,1
COc1ccccc1C#Cc1ccc2c(c1)O[C@@H](CN(C)Cc1ccncc1)[C@@H](C)CN([C@H](C)CO)S2(=O)=O,-35,/
CNC[C@H]1OCc2cnnn2CCCC(=O)N([C@@H](C)CO)C[C@H]1C,/,5
O=C1CC(c2ccccc2)Cc2nc(NCc3ccco3)ncc21 (stereo not drawn),19,0
COc1cccc(C(=O)NC(NCC2CCCO2)(C(F)(F)F)C(F)(F)F)c1 (stereo not drawn),3,/
CCOC(=O)c1c(C2COc3ccccc3O2)csc1NC(=O)c1ccco1 (stereo not drawn),20,-6
Cc1cc(N(CC(=O)Nc2cccc([N+](=O)[O-])c2C)S(C)(=O)=O)ccc1Br,-24,-12
C[C@H](CO)N1C[C@H](C)[C@@H](CN(C)S(=O)(=O)c2ccc(Cl)cc2)Oc2c(cccc2N(C)C)C1=O,4,/
CCOc1ccc(N2C(=O)CC(SCc3nc4ccccc4[nH]3)C2=O)cc1 (stereo not drawn),-4,0
COC(=O)c1sc(S(=O)(=O)NCc2ccccc2)c(C(=O)OC)c1C,-10,-6
C[C@@H]1CN([C@@H](C)CO)C(=O)c2cc(NS(C)(=O)=O)ccc2O[C@@H]1CN(C)S(=O)(=O)c1cn(C)cn1,/,1
COc1cccc(NC(=O)N(C)C[C@@H]2OCc3cn(nn3)CCCC(=O)N([C@@H](C)CO)C[C@H]2C)c1,/,-5
Cc1ccc(NC(=O)c2ccc(NCc3cccnc3)c([N+](=O)[O-])c2)cc1,32,2

# Eleven neighbouring records already listed, quoted:
SMILES,mut p53 react,STK33 inh
CNC[C@H]1OCc2cnnn2CCCC(=O)N([C@@H](C)CO)C[C@H]1C,/,5
O=C1CC(c2ccccc2)Cc2nc(NCc3ccco3)ncc21 (stereo not drawn),19,0
COc1cccc(C(=O)NC(NCC2CCCO2)(C(F)(F)F)C(F)(F)F)c1 (stereo not drawn),3,/
CCOC(=O)c1c(C2COc3ccccc3O2)csc1NC(=O)c1ccco1 (stereo not drawn),20,-6
Cc1cc(N(CC(=O)Nc2cccc([N+](=O)[O-])c2C)S(C)(=O)=O)ccc1Br,-24,-12
C[C@H](CO)N1C[C@H](C)[C@@H](CN(C)S(=O)(=O)c2ccc(Cl)cc2)Oc2c(cccc2N(C)C)C1=O,4,/
CCOc1ccc(N2C(=O)CC(SCc3nc4ccccc4[nH]3)C2=O)cc1 (stereo not drawn),-4,0
COC(=O)c1sc(S(=O)(=O)NCc2ccccc2)c(C(=O)OC)c1C,-10,-6
C[C@@H]1CN([C@@H](C)CO)C(=O)c2cc(NS(C)(=O)=O)ccc2O[C@@H]1CN(C)S(=O)(=O)c1cn(C)cn1,/,1
COc1cccc(NC(=O)N(C)C[C@@H]2OCc3cn(nn3)CCCC(=O)N([C@@H](C)CO)C[C@H]2C)c1,/,-5
Cc1ccc(NC(=O)c2ccc(NCc3cccnc3)c([N+](=O)[O-])c2)cc1,32,2

# Continuation:
SMILES,mut p53 react,STK33 inh
C[C@@H]1CN([C@H](C)CO)C(=O)c2cccc(NS(C)(=O)=O)c2O[C@@H]1CN(C)Cc1ccncc1,-4,/
COC(=O)c1c(-c2cc(OC)c(OC)c(OC)c2)c2ccnc(OCc3ncccn3)c2c(=O)n1Cc1ccnc(C)c1,/,1
COCCOC(=O)N1C(=O)[C@@]2(c3ccccc31)[C@H](c1ccc(O)cc1)N1[C@H](c3ccccc3)[C@H](c3ccccc3)OC(=O)[C@H]1[C@@H]2C(=O)N1CCc2cc(OC)c(OC)cc2C1,/,4
O=C(CCc1ccc(O)cc1)c1ccc(O[C@@H]2O[C@H](CO)[C@H](O)[C@H](O)[C@H]2O)cc1O,17,0
C[C@H](CO)N1C[C@H](C)[C@H](CN(C)Cc2ccc3c(c2)OCO3)Oc2ncc(-c3cccc(F)c3)cc2C1=O,/,-6
Cn1c(SCC(=O)c2cccc([N+](=O)[O-])c2)nnc1-c1cc2ccccc2o1,-1,0
Cc1c(Cl)cccc1NC(=O)CSc1nnc(-c2cccs2)n1C,6,-1
C[C@@H]1CCCCO[C@H](CN(C)C)[C@@H](C)CN([C@@H](C)CO)C(=O)c2cc(NC(=O)Nc3ccc4c(c3)OCO4)ccc2O1,-10,/
C[C@H]1CN([C@@H](C)CO)C(=O)c2cc(NC(=O)CCCN(C)C)ccc2O[C@H]1CN(C)Cc1ccc(Cl)c(Cl)c1,/,-1
O=C1C=CC(=O)c2c(O)c(Cl)c(Cl)c(O)c21,-92,22*
Cc1cc(OCC(=O)Nc2cccnc2)c(C)cc1Br,5,3
CCOC(=O)NC(=O)CSc1nnnn1-c1ccccc1,14,-2
CCC(C)C(NC(=O)C(C)(C)NC(=O)C(C)(CC)NC(=O)C(N)Cc1c[nH]c2ccccc12)C(=O)NC(=O)CCC(NC(C)=O)C(=O)O (stereo not drawn),-9,-4
COc1ccc(S(=O)(=O)N(C)C[C@@H]2Oc3c(NS(C)(=O)=O)cccc3C(=O)N([C@@H](C)CO)C[C@H]2C)cc1,-9,/
C[C@@H]1CN([C@@H](C)CO)C(=O)Cc2cc(NC(=O)c3ccncc3)ccc2O[C@@H]1CN(C)Cc1ccc(C(F)(F)F)cc1,/,-3
C[C@@H]1CN([C@H](C)CO)C(=O)Cc2cc(NC(=O)Nc3ccc(C(F)(F)F)cc3)ccc2O[C@@H]1CN(C)Cc1ccc(-c2ccccc2)cc1,/,3
C[C@@H]1CN([C@@H](C)CO)C(=O)c2cc(NC(=O)Nc3ccc(C(F)(F)F)cc3)ccc2O[C@H]1CN(C)C(=O)Nc1ccc(C(F)(F)F)cc1,/,0
C[C@@H]1CN([C@H](C)CO)C(=O)c2cccc(NS(=O)(=O)c3cn(C)cn3)c2O[C@@H]1CN(C)Cc1ccc2c(c1)OCO2,2,/
C[C@H]1CN([C@@H](C)CO)S(=O)(=O)c2ccc(-c3cccc(C#N)c3)cc2O[C@@H]1CN(C)C(=O)c1ccc(F)cc1,-19,/
CN(C)CC(O)Cn1c2ccc(Br)cc2c2cc(Br)ccc21 (stereo not drawn),/,8
CNC[C@H]1OCCCC[C@@H](C)Oc2ccc(NS(=O)(=O)c3c(C)noc3C)cc2C(=O)N([C@H](C)CO)C[C@@H]1C,0,-3
COc1ccc(NC(=O)CC(C(=O)O)N(C)C)cc1 (stereo not drawn),-14,2
C[C@@H]1CCCCO[C@H](CN(C)S(=O)(=O)c2cn(C)cn2)[C@H](C)CN([C@@H](C)CO)C(=O)c2cc(NC(=O)c3ccccc3)ccc2O1,-1,/
C[C@@H]1CN([C@H](C)CO)C(=O)Cc2cc(NS(=O)(=O)c3cn(C)cn3)ccc2O[C@@H]1CN(C)C,/,0
Cc1c(Cl)cccc1Nc1nc(N)nc(CSCCO)n1,9,4
Cc1noc(C)c1S(=O)(=O)N(C)C[C@H]1Oc2ccc(NC(=O)CCCN(C)C)cc2C(=O)N([C@@H](C)CO)C[C@H]1C,5,/
C[C@H](CO)N1C[C@H](C)[C@H](CN(C)Cc2ccncc2)OCCCC[C@H](C)Oc2ccc(NC(=O)c3ccncc3)cc2C1=O,-12,/
CCn1cc(C(=O)O)c(=O)c2cc(F)c(N3CCN(C)CC3)cc21,1,0
C[C@@H]1CN([C@H](C)CO)C(=O)CCCn2nncc2CO[C@H]1CN(C)Cc1cccc(O)c1,/,2
C=C(C)C1Cc2c(ccc(C(=O)O)c2O)O1 (stereo not drawn),4,1
CNC[C@@H]1OCCCC[C@@H](C)Oc2ccc(NC(=O)Nc3ccccc3)cc2C(=O)N([C@@H](C)CO)C[C@H]1C,7,/
C[C@H](CO)N1C[C@H](C)[C@H](CN(C)C(=O)Nc2ccc3c(c2)OCO3)Oc2ccc(NC(=O)Nc3ccccc3)cc2CC1=O,/,3
COc1cccc(C#Cc2cnc3c(c2)C(=O)N([C@@H](C)CO)C[C@H](C)[C@@H](CN(C)C(=O)C2CCOCC2)O3)c1,4,/
CC(=O)Nc1ccc(NC(=O)CN(c2ccc(F)cc2)S(C)(=O)=O)cc1,-6,5
C[C@H](CO)N1C[C@H](C)[C@@H](CN(C)C(=O)Nc2ccccc2)OCCCC[C@H](C)Oc2ccc(NC(=O)Cc3ccccc3)cc2C1=O,7,/
C[C@H](CO)N1C[C@H](C)[C@@H](CN(C)C(=O)NC2CCCCC2)OCc2cnnn2CCCC1=O,/,-1
Cc1cc(Cl)c(S(=O)(=O)NC2CCCC2)cc1OCC(N)=O,10,-2
C[C@@H]1CCCCO[C@@H](CN(C)C(=O)NC2CCCCC2)[C@@H](C)CN([C@H](C)CO)C(=O)c2cc(NS(C)(=O)=O)ccc2O1,/,-1
COc1ccc(NC(=O)c2cc(S(=O)(=O)Nc3ccc(OC)cc3)c(Cl)cc2Cl)cc1,3,4
O=C(CC1NCCNC1=O)Nc1ccccc1 (stereo not drawn),-1,-4
C[C@H]1CN([C@@H](C)CO)C(=O)Cc2cc(NC(=O)Nc3ccc(C(F)(F)F)cc3)ccc2O[C@H]1CN(C)S(=O)(=O)c1ccc(Cl)cc1,-62,1
CC(C)Cc1ccc(C(C)C(=O)Nc2cccc(-c3cnco3)c2)cc1 (stereo not drawn),-14,/
CC(C)NC(=O)Nc1ccc2c(c1)CC(=O)N([C@@H](C)CO)C[C@@H](C)[C@@H](CN(C)S(C)(=O)=O)O2,/,3
O=C(Nc1ccccc1)N[C@H]1C[C@H](C(=O)O)Nc2cc(Cl)cc(Cl)c21,4,-2
COc1ccc(C#Cc2ccc3c(c2)[C@]2(C(=O)N3)[C@H](C(=O)N3CCc4cc(OC)c(OC)cc4C3)[C@H]3C(=O)O[C@H](c4ccccc4)[C@H](c4ccccc4)N3[C@@H]2c2ccc(OCCO)cc2)cc1,/,15
CNC[C@@H]1Oc2ccc(NS(=O)(=O)c3c(C)noc3C)cc2C(=O)N([C@@H](C)CO)C[C@@H]1C,/,0
CNC[C@H]1Oc2ccc(NC(=O)Cc3ccccc3)cc2C(=O)N([C@H](C)CO)C[C@@H]1C,5,/
C[C@@H]1CN([C@@H](C)CO)C(=O)c2cc(NC(=O)Nc3cccc4ccccc34)ccc2O[C@H]1CN(C)Cc1ccc2c(c1)OCO2,/,-1
CN(C)C=Nc1ccc(Oc2cncc(Cl)c2)nc1,-1,/
O=C(CSc1ncn[nH]1)NC1CC2CCC1C2 (stereo not drawn),-2,-4
